rad50: NCI yeast anticancer drug screen, S. cerevisiae rad50 strain; % growth inhibition at 50 µM; 10% of 79,000 active; AID 155;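 also: 0% = growth of vehicle-only cultures of the same strain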
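Cells are treated with compound, grown, and their growth is then scored against vehicle-only cultures of the same repair-deficient yeast strain.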
yeast mlh1 rad18: NCI yeast anticancer drug screen, S. cerevisiae mlh1 rad18 strain; growth inhibition, % at 50 µM; 11% of 79,000 active; AID 175;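 also: 0% = growth of vehicle-only cultures of the same strain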
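Inhibition values reflect reduced growth of mutant yeast versus vehicle-treated controls following compound exposure; the mutations affect DNA damage repair.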
yeast mec2-1: NCI yeast anticancer drug screen, S. cerevisiae mec2-1 strain; growth inhibition, % at 50 µM; 9% of 79,000 active; AID 157;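 also: 0% = growth of vehicle-only cultures of the same strain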
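Growth inhibition is read against vehicle-treated controls after compound exposure of the mec2-1 yeast strain, which is defective in DNA damage repair or cell cycle control.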
sgs1 mgt1: NCI yeast anticancer drug screen, S. cerevisiae sgs1 mgt1 strain | growth inhibition, % at 50 µM | 10% of 78,000 active | AID 161;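 also: 0% = growth of vehicle-only cultures of the same strain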
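Growth of a repair-deficient yeast mutant was monitored after compound treatment and expressed as inhibition relative to vehicle-treated cultures.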
bub3: NCI yeast anticancer drug screen, S. cerevisiae bub3 mutant strain | % growth inhibition at 50 µM | 9.9% of 78,000 active;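 also: 0% = growth of vehicle-only cultures of the same strain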
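In this screen, a yeast mutant lacking normal mitotic checkpoint function is challenged with compound. Relative growth versus vehicle gives the inhibition value.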
cln2 rad14: NCI yeast anticancer drug screen, S. cerevisiae cln2 rad14 strain | growth inhibition, % at 50 µM | 8.3% of 78,000 active | AID 165;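 also: 0% = growth of vehicle-only cultures of the same strain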
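Test compounds were added to cln2 rad14 yeast cultures; inhibition of growth was then determined by comparison with vehicle treatment.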
* marks the source's active call; other numbers are inactive results; & = joins results of further samples; ! = not confirmed by another sample. Rule as the data show it: active = growth inhibition above about 70%; inactive = the rest. An unsorted share of the library. Share with any hit: about 15%.

SMILES | rad50 | yeast mlh1 rad18 | yeast mec2-1 | sgs1 mgt1 | bub3 | cln2 rad14
CCOC(=O)CC1c2ccc(O)cc2OC(=O)C1c1ccc([N+](=O)[O-])cc1 (stereo not given) | 28 | 2 | 1 | 17 | 3 | 31
CCOc1ccc2[nH]c(C)c(CC(=O)O)c2c1 | -4 | -7 | -9 | -14 | 9 | -16
CN(C)CCNC(=O)c1cc([N+](=O)[O-])cc2ccc(-c3ccccc3)nc12 | 11 | 3 | 1 | -15 | 7 | -13
Clc1cccc2nc(-c3ccccn3)n(CCc3ccncc3)c12 | 90* | 86* | 51 | 85* | 75* | 61
BrC1(Br)CC1c1ccccc1 (stereo not given) | 11 | 25 | -14 | -1 | 0 | -21
CC(=O)Nc1ccc(/C=C2\N=C(c3cccc([N+](=O)[O-])c3)OC2=O)cc1 | 23 | 36 | 21 | 37 | 23 | 29
NCCCNCc1c2ccccc2c(CNCCCN)c2ccccc12 | 11 | 74* | 43 | 59 | 34 | 56
CSc1ncc2c(C#N)c3ccccn3c(=O)c2n1 | 7 | -18 | -7 | 11 | 14 | -2
CCOc1cccc(C=N)c1O | 36 | 47 | -1 | 52 | -2 | 36
O=C1CCC/C1=C\c1ccccc1 | 3 | 2 | 8 | 1 | 6 | 49
CC1=C(O)C(=O)C(C2=C(O)C(=O)C(C)=C(O)C2=O)=C(O)C1=O | 5 | 13 | -12 | 24 | 6 | 10
CC1(C)C(=O)Nc2ccccc2N1C(=O)CN1CC2CCC(CC2)C1 | 33 | 10 | -1 | 22 | -4 | 10
O=C(Cc1ccc([N+](=O)[O-])cc1)OCC#CCOC(=O)Cc1ccc([N+](=O)[O-])cc1 | 11 | -2 | -14 | 17 | 3 | -8
COc1ccc(OC)c(CNc2ccc(C(=O)O)cc2)c1 | 11 | 30 | -1 | 15 | 7 | -2
COc1ccc(C(C)c2cc3c(cc2O)OCO3)cc1 (stereo not given) | 99* | 98* | 99* | 99* | 98* | 97*
COc1cccc(C(=O)NCCNCCNC(=O)c2cccc(OC)c2OC)c1OC | -1 | -2 | 1 | -4 | -2 | -7
CN(C)Cc1c(-c2ccc(Br)cc2)oc(-c2ccc(Br)cc2)c1Br | -31 | 7 | -9 | -14 | 4 | -10
O=C(c1cccc(F)c1)c1cccc2ccccc12 | 23 | 8 | 12 | 1 | 1 | 14
CC1=NN(C(=O)CC(=O)Nc2cccc(C)c2)C(=O)C1N=Nc1ccc(S(=O)(=O)CCOS(=O)(=O)O)cc1 (stereo not given) | 10 | -44 | 6 | -23 | -2 | 5
Cc1onc(-c2ccccc2Cl)c1C(=O)NC(N)=S | 6 | -15 | 9 | 26 | 24 | 12
NC(=O)N/N=C1\C(=O)N(c2ccc(S(N)(=O)=O)cc2)C(=O)C1C(=O)Nc1ccc(S(N)(=O)=O)cc1 (stereo not given) | -1 | 11 | 5 | -3 | 5 | 2
O=C(O)/C=C\C(=O)NCC1CCC(CNC(=O)/C=C\C(=O)O)CC1 (stereo not given) | 8&6 | 14&6 | -10&-10 | -10 | 5 | 4
O/N=C/c1ccc(O)cc1 | -63 | -29 | -21 | -14 | 3 | -20
c1ccc(CCN(Cc2nc3ccccc3[nH]2)Cc2nc3ccccc3[nH]2)cc1 | 95* | 96* | 93* | 96* | 89* | 83*
O=C1C2=Cc3ccccc3OC2(O)Oc2ccccc21 (stereo not given) | 8 | -73 | 6 | -3 | 2 | 3

Nothing new here: entries from further up.
SMILES | rad50 | yeast mlh1 rad18 | yeast mec2-1 | sgs1 mgt1 | bub3 | cln2 rad14
CCOC(=O)CC1c2ccc(O)cc2OC(=O)C1c1ccc([N+](=O)[O-])cc1 (stereo not given) | 28 | 2 | 1 | 17 | 3 | 31
CCOc1ccc2[nH]c(C)c(CC(=O)O)c2c1 | -4 | -7 | -9 | -14 | 9 | -16
CN(C)CCNC(=O)c1cc([N+](=O)[O-])cc2ccc(-c3ccccc3)nc12 | 11 | 3 | 1 | -15 | 7 | -13
Clc1cccc2nc(-c3ccccn3)n(CCc3ccncc3)c12 | 90* | 86* | 51 | 85* | 75* | 61
BrC1(Br)CC1c1ccccc1 (stereo not given) | 11 | 25 | -14 | -1 | 0 | -21
CC(=O)Nc1ccc(/C=C2\N=C(c3cccc([N+](=O)[O-])c3)OC2=O)cc1 | 23 | 36 | 21 | 37 | 23 | 29

More results
SMILES | rad50 | yeast mlh1 rad18 | yeast mec2-1 | sgs1 mgt1 | bub3 | cln2 rad14
c1ccc2[nH]c(-c3cscn3)nc2c1 | 40&-4 | 40&-37 | 38&8 | -3&-4 | 85*! | 32&-20
CN1C(/N=C/c2ccccc2)(c2ccccc2)c2ccccc2S1(=O)=O (stereo not given) | 17 | 12 | 8 | 2 | -8 | 0
CCNCc1ccc2c(c1)OCO2 | -6 | -5 | -1 | 6 | -5 | 6
CCCCC1CCCCC1=O (stereo not given) | 16 | 5 | -15 | 3 | 0 | 12
CNC(=O)C1CCCCNC(=O)CCC(NC(=O)OCc2ccccc2)C(=O)N1 (stereo not given) | -14 | -7 | 10 | -19 | -25 | 10
O=C1NCCC(c2ccccc2)O1 (stereo not given) | -14 | 0 | 16 | -5 | -11 | -28
CN(C)CCOC(=O)C1(CCC2CCCCC2)CCCCC1 | 97* | 93* | 31 | 60 | 85* | 19
O=C1OC(=O)c2c1cc1ccc(Cl)cc1c2-c1ccc(Cl)cc1 | 10 | 11 | 1 | 10 | 6 | 5
CCN(CC)CCSc1nnc(-c2cc(OC)c(OC)c(OC)c2)o1 | 32 | -10 | 1 | -21 | 4 | 15
CC(=O)OC1CCCCCCC1 | -13 | 6 | 15 | 16 | 20 | -3
O=C(O)[C@H](CSSC[C@@H](C(=O)O)N1C(=O)c2ccccc2C1=O)N1C(=O)c2ccccc2C1=O | 20 | -4 | -6 | -5 | 3 | 31
Cc1ccc(S(=O)(=O)Nc2cccc3cnccc23)cc1 | 54 | 29 | -9 | 34 | 9 | 24
CC(C)CC(NC(=O)C(C)NC(=O)C(NC(=O)OCc1ccccc1)C(C)O)C(=O)NC(CC(C)C)C(=O)NCC(=O)NN (stereo not given) | 12 | -16 | 2 | 0 | -5 | 0
S=C(Nc1ccc(N=Nc2ccccc2)cc1)SCc1ccccc1 | 63 | 96* | 98* | 96* | 99* | 90*
CN(C)CCOc1ccc2c(c1)C/C(=C/c1ncc([N+](=O)[O-])n1C)C2=O | 74* | 89* | 89* | 83* | 73* | 78*
O=S(=O)(CC(Br)CCl)c1ccccc1 (stereo not given) | 15 | 57 | 31 | 40 | 55 | -63
N#C/C(c1ccccc1)=[N+](/[O-])O | 3 | 14 | -5 | 2 | -18 | -21
CCOc1c(N=Nc2ccc(Br)cc2)c(C)nn1C(N)=S | -4 | 45 | 34 | 26 | 31 | 0
O=C(O)[Si](c1ccccc1)(c1ccccc1)c1ccccc1 | 44 | 48 | 26 | 40 | 20 | 5
CCCCCCCC[n+]1ccc(C#N)cc1 | 12 | 19 | 4 | 14 | 6 | 16
Cc1ccc(C)n1-c1ccccc1 | -13 | -19 | -37 | -8 | -8 | 9
COc1ccc(COC(=O)Nc2ccccc2Cl)cc1 | 6 | -6 | -9 | -5 | 17 | -7
CCN(CC)CCNC(=O)c1c2nc3c(C(=O)NCCN(CC)CC)ccc(C)c3oc-2c(C)c(=O)c1N | 37 | 36 | -2 | 13 | 21 | 12
COc1cccc(NC(=O)/C(CS(=O)(=O)CCC(C(C)=O)C(C)=O)=N\NC(C)(C)C)c1 | 12 | 7 | 1 | -21 | 1 | -22
CC1CCCN(C(=O)/C=C/c2ccccc2)C1 (stereo not given) | 9 | -4 | -19 | -6 | 6 | -46

Molecules shown so far that contain an aryl thioether with sulfur outside any ring, in the order listed:
SMILES | rad50 | yeast mlh1 rad18 | yeast mec2-1 | sgs1 mgt1 | bub3 | cln2 rad14
CSc1ncc2c(C#N)c3ccccn3c(=O)c2n1 | 7 | -18 | -7 | 11 | 14 | -2
CCN(CC)CCSc1nnc(-c2cc(OC)c(OC)c(OC)c2)o1 | 32 | -10 | 1 | -21 | 4 | 15

Continuation:
SMILES | rad50 | yeast mlh1 rad18 | yeast mec2-1 | sgs1 mgt1 | bub3 | cln2 rad14
CCN(CC)CCOc1ccc(-c2cc(-c3ccccc3)nc(N)n2)cc1 | 77* | 78* | 80* | 85* | 81* | 59
Fc1cc(Cl)c(F)cc1Cl | -18 | -27 | -18 | -18 | -12 | -27
O/N=C1/C(=C/c2ccc(OCc3ccccc3)cc2)CCCC1C(NO)c1ccc(OCc2ccccc2)cc1 (stereo not given) | 19 | 24 | 15 | 3 | -4 | 23
CC(=O)n1oc2ccc(Br)cc2c1=O | -4 | 10 | 1 | -8 | 9 | -5
COc1ccc(C(O)C(=O)c2nc3ccc(Cl)cc3[nH]c2=O)cc1 (stereo not given) | -30 | -20 | -29 | -22 | -17 | -34
Cc1ccc(OCC2CO2)c(Br)c1 (stereo not given) | 78* | 24 | 6 | 50 | -13 | -45
C=C/C=N/Nc1ccc([N+](=O)[O-])cc1[N+](=O)[O-] | 2 | -1 | 5 | 2 | 2 | 6
CCC(C(=O)c1ccc(OC)cc1)c1ccc(OC)cc1 (stereo not given) | 49 | 43 | 21 | 58 | 48 | 28
COc1ccc(N2c3ccccc3-c3cc[nH]c(=O)c3[C@H]2O)cc1OC | -5 | -9 | -27 | 14 | -6 | 4
O=C(OC1=C(Br)C(=O)c2ccccc2C1=O)c1ccccc1 | 74* | 51 | 60 | 66 | 12 | -17
CCCCNC(=O)/C(=C/c1cccc(N(CC)CC)c1)NC(=O)c1ccccc1 | -36 | -5 | -59 | -21 | 0 | -3
Cn1c2c(c3ccccc31)CCN1C[C@@H]3CCCC[C@H]3C[C@@H]21 | 65 | 30 | 9 | 74* | 62 | -58
CN(C)CC(C)(C)/C(=N\Nc1ccccc1)c1ccccc1 | 6 | 33 | -5 | 5 | 98* | 39
CCCCCCC(=O)/C=C/c1cccc(OCc2ccc([N+](=O)[O-])cc2)c1 | -6 | 10 | 3 | -6 | 24 | 7
C=CCOC(=O)Nc1ccc(S(=O)(=O)N2CCCCC2)cc1 | 9 | -5 | 6 | 3 | 18 | -17
CCCCCCCCCCCC#CCCCCC(=O)O | 57 | 60 | 62 | 84* | 68 | 61
O=[N+]([O-])c1cccc(N=Cc2ccc(Cl)cc2)c1 | -30 | -11 | -18 | -62 | 0 | -1
CCCCN(CCCC)CCC(=O)c1ccc2c(ccc3ccccc32)c1 | 96* | 99* | 95* | 99* | 99* | 87*
CCCCOC(=O)c1ccc(OC(=O)Nc2ccc(OC)cc2Cl)cc1 | 6 | -1 | 5 | 13 | 35 | -41
CCO/C=N/C1=C(C#N)SC2=N/C(=C\c3ccccc3)C(=O)N21 | 0 | -45 | -30 | 26 | 18 | 23
O=C(Nc1nccs1)Nc1ccc(Cl)cc1[N+](=O)[O-] | 0 | 34 | 34 | 35 | 25 | -7
CC(=O)c1cnc(NN)nc1C | -20 | 1 | -14 | -13 | 13 | -16
Cc1ccc(NC(=S)SCc2ccco2)cc1Cl | 100* | 100* | 100* | 100* | 100* | 100*
CCOC(=O)CC(CSCP(=O)(OCC)OCC)C(=O)OCC (stereo not given) | 5 | 16 | -1 | 13 | 10 | 3
CCOC(=O)c1ccc(NCc2ccc3ccccc3n2)cc1 | 72* | 74* | 51 | 79* | -11 | 19
O=[N+]([O-])c1ccc(N=Cc2ccccc2O)c(O)c1 | 22 | -2 | -4 | 3 | 21 | -9
c1ccc(C2=Nc3nc4ccccc4n3C(c3ccccc3)C2)cc1 (stereo not given) | 6 | -7 | 1 | 13 | 13 | -7
CC(C)=C1C2CCC1C(COS(=O)(=O)c1ccc(C)cc1)C2COS(=O)(=O)c1ccc(C)cc1 (stereo not given) | 10 | 5 | -5 | -6 | 0 | -18

From PubChem
